HCV inhibitor: qHTS Assay for Inhibitors of Hepatitis C Virus (HCV) | Huh7.5.1 HCVcc-Cre infection, luciferase reporter, 44 h | Potency, µM (highest dose often 41.8 µM), inactives show at the top dose activity change, negative = inhibition, hits mostly inhibitors | 340,000 compounds, 3.4% hits | AID 651820, 2012
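Antiviral activity was scored by luciferase reporter output from cells infected with HCVcc-Cre (~0.5 moi) in presence of compound, 44 h infection period, cells seeded 1,000/well 4 h prior.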
TbPYK inhibitor: qHTS of Trypanosoma Brucei Inhibitors; pyruvate kinase (Trypanosoma brucei), Q57TT1; TbPYK enzyme, Kinase-Glo Plus ATP luminescence, 45 min; Potency, µM (top dose mostly 76.8 µM), for the others: at the highest dose activity, negative = inhibition, most hits filed as inhibitors; 410,000 compounds, 0.12% hits; AID 624173, 2012; note: nearly all actives have a fitted effect of over 50% in size
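ADP (130 uM final) triggers the TbPYK reaction after compound addition; incubation is 45 min at room temperature. Kinase-Glo Plus is then added and luminescence imaged. Normalized data are fitted to concentration-effect curves.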
LmPK inhibitor: qHTS Assay for Inhibitors of Leishmania Mexicana Pyruvate Kinase (LmPK). Potency, µM (highest dose often 57.5 µM), for the others: at the highest dose activity change, negative = inhibition, most hits filed as inhibitors. AID 1721, 2009. purified LmPK, Kinase-Glo ATP luminescence, 1 h. Q27686. 290,000 compounds, 0.37% hits
Target sequence (Q27686 whole entry, looked up): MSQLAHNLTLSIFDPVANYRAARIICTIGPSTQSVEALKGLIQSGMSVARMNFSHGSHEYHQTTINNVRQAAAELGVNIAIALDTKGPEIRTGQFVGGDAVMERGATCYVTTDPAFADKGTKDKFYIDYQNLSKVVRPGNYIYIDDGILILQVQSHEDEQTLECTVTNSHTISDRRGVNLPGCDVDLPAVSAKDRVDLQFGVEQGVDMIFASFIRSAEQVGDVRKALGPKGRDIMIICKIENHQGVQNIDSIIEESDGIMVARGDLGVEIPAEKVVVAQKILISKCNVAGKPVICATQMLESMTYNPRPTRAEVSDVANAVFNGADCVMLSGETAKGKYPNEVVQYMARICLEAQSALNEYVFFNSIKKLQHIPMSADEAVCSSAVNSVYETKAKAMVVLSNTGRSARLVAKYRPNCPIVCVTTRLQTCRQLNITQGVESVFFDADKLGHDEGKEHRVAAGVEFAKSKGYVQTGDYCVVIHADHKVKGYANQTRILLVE
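Purified LmPK (0.1 nM) with 0.5 mM PEP and 0.1 mM ADP in imidazole buffer pH 7.2 with MgCl2/KCl, 1 h at room temperature. ATP formed was read by luciferase luminescence and normalized to no-enzyme and uninhibited controls.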
Pf growth 48h: Primary qHTS for delayed death inhibitors of the malarial parasite plastid, 48 hour incubation. Potency, µM (titrated, usually from 28.7 µM), for inactives: at the top dose activity change, negative = inhibition, most hits filed as inhibitors. AID 504832, 2011. P. falciparum luciferase growth in erythrocytes, 48 h. 310,000 compounds, 5.9% hits
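In quantitative HTS format, infected erythrocytes bearing luciferase-reporter parasites were treated for a single generation at 37 C. Luminescence after adding detection reagent served as the growth measure.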
Sm TGR block: qHTS Assay for the Inhibitors of Schistosoma Mansoni Peroxiredoxins; Schistosoma mansoni thioredoxin glutathione reductase (TGR), Q962Y6; Potency, µM (top dose mostly 114 µM), without a hit: at the top dose activity change, negative = inhibition, most hits filed as inhibitors; AID 485364, 2010; 360,000 compounds, 3% hits; purified TGR, DTNB reduction, TNB absorbance 405 nm; note: nearly all actives have a fitted effect of over 60% in size
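Kinetic colorimetric format: TGR-catalysed, NADPH-driven DTNB reduction monitored via TNB absorbance. Enzyme dispensed at 20 nM; compound exposure 15 min at room temperature before reaction start.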
Pf growth 96h: Primary qHTS for delayed death inhibitors of the malarial parasite plastid, 96 hour incubation; Potency, µM (series often up to 28.7 µM), without a hit: at the top dose activity change, negative = inhibition, usual class: inhibitors; P. falciparum luciferase reporter growth, 96 h; 320,000 compounds, 6.9% hits
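Infected RBCs, 2% Hct / 0.05% parasitemia final; luciferase-reporter P. falciparum; cpd 96 h, 37 C, 5% CO2; luciferase detection reagent; luminescence.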
The depositor's hits bear a star; ? = inconclusive; / = not tested or not shown; & = joins results of further samples; [ ] = remark or other dose. Calls come from the whole dose curve; as a rule, active = well fitted curve in the direction sought with a large enough effect; inconclusive = small, poorly fitted or top-dose-only effect, or another doubt; inactive = no such curve, though single readings can be large; an effect the other way counts as inactive or inconclusive. % is set by controls: 0 for no effect and ±100 for the full control effect; potency is the fitted concentration of half-maximal effect.

SMILES | HCV inhibitor | TbPYK inhibitor | LmPK inhibitor | Pf growth 48h | Sm TGR block | Pf growth 96h
O=C(O)c1cn(C2CC2)c2cc(N3CCN(S(=O)(=O)c4ccc5c(c4)OCCO5)CC3)c(F)cc2c1=O | ? | -2% | -1% | ? | 13% | ?
COc1ccc(C2CC(C)(c3ccc(OC)cc3OC)Nc3ccccc3N2)c(OC)c1 (centres undefined) | 12% | 4% | ? | 131%[activator] | 7% | 0%
COc1cc(NS(=O)(=O)c2ccc(NC(=S)NC(=O)c3ccc(F)cc3)cc2)nc(OC)n1 | 18% | -5% | 4% | 21% | 32µM* | -9%
COc1cc(NC(=O)c2ccc(C)cc2)c(OC)cc1NC(=O)CN1CCOCC1 | -29% | 7% | 5% | -15% | -3% | 3%
Cc1ccc(S(=O)(=O)N2CCC(C(=O)NC3CC(C)(C)NC(C)(C)C3)CC2)cc1 | -8% | 1% | -13% | -17% | 3% | 26%
O=C(CSCC(=O)OCn1nnc2ccccc2c1=O)Nc1ccc(Cl)cc1 | 41%[activator] | 6% | 2% | 57%[activator] | ? | -28%
C/C(CCC(C)C)=N\NC(=S)NCc1ccccc1 | -4% | 1% | -7% | ? | 6% | ?
CCCCn1nnc(NC(=O)c2cc3ccccc3o2)n1 | -1% | -5% | -10% | 143%[activator] | 3% | /
COc1ccc(S(=O)(=O)N2CCOCC2)cc1NC(=O)c1cccc(Cl)c1 | -6% | -1% | 0% | 22% | 3% | -8%
CC(C#Cc1ccc2c(c1)COc1c3ccccc3nn1-2)OC(C)(C)C (centres undefined) | 12% | 6% | / | 45%[activator] | -4% | 128%[activator]

SMILES | HCV inhibitor | TbPYK inhibitor | LmPK inhibitor | Pf growth 48h | Sm TGR block | Pf growth 96h
CN(C)N=Nc1nc2c([nH]1)c(=O)n(C)c(=O)n2C | -7% | 7% | -2% | 9% | 1% | 27%
Cc1cc(Cl)ccc1N(CC(=O)NCc1ccccc1)S(C)(=O)=O | ? | 10% | 2% | 0% | -2% | 0%
COc1ccc(CCNC(=S)NC(=O)c2c(-c3ccccc3Cl)noc2C)cc1OC | ? | 3% | 1% | ? | 4% | ?
Cc1ccccc1NC(=O)CSc1nc(=O)n(CCN2CCOCC2)c2c1CCCC2 | ? | -19% | / | ? | -19% | -34%
COc1ccc(C2NC(=O)NC(O)(C(F)(F)F)C2C(=O)c2ccc(C)cc2)cc1 (centres undefined) | 6% | 0% | 8% | 2% | 0% | 16%
CCN1CCN(C(=O)CCc2nnc(CCc3ccccc3OC)o2)[C@@H](C)C1=O | 8% | -3% | -6% | -8% | -14% | 1%
CCCCCn1c(=N)n(CC(O)COc2ccccc2OC)c2ccccc21 (centres undefined) | 11µM* | 0%&-2% | 2%&-2% | 4.7µM* | 4%&7% | ?
O=C(O)c1ccc(N2C(=O)CC(N3CCN(c4cccc(Cl)c4)CC3)C2=O)cc1 (centres undefined) | 17% | 0% | 9% | -13% | 50µM* | ?
CCCCC(=O)N(CCOC)c1nnc(-c2ccc(OC)cc2)s1 | 5% | -6% | -4% | -20% | 16% | /
O=C(c1cccs1)N1CCN(c2ncc(Br)cn2)CC1 | 6% | -3% | 0% | -8% | 2% | 11%

SMILES | HCV inhibitor | TbPYK inhibitor | LmPK inhibitor | Pf growth 48h | Sm TGR block | Pf growth 96h
COc1ccc(-c2csc(-n3ncc(-c4cccs4)c3N)n2)cc1 | 6% | -4% | 0% | 7% | 0% | ?
COc1cc(C(=O)NCc2cccc3ccccc23)ccc1OCc1ccccc1 | ? | -4% | 0% | ? | 10% | 131%[activator]
CCOC(=O)CSc1nc(-c2ccc(OC)cc2)ns1 | -1% | -20% | 4% | 8% | -17% | 6%
NC(=S)N/N=C/c1coc2c(ccc3ccccc32)c1=O | 4% | 2% | -7% | 52%[activator] | -1% | 51%[activator]
Cc1ccc(-c2ccnc3c(Cl)c(C)nn23)cc1 | -9% | -3% | 15% | 3% | ? | 2%
O=C(O)c1c2c(nc3ccccc13)/C(=C/c1cccc([N+](=O)[O-])c1)CCC2 | -16% | -1% | 4% | 28% | -2% | 23%
COc1cccc(NC(=S)/C(=C(\[O-])c2ccc(C)c([N+](=O)[O-])c2)[n+]2ccccc2)c1 | ? | -12% | -1% | -15% | ? | /
COC(=O)C(C)Oc1ccc2c(c1)O/C(=C\c1ccco1)C2=O (centres undefined) | 10% | 7% | -1% | 7% | 20µM* | 3%
O=C(Oc1ccc2ccc(OC(=O)N3CCOCC3)cc2c1)N1CCOCC1 | -5% | -1% | -15% | 47%[activator] | 4% | 10µM*
COc1ccc(N2CCN(c3cnc4ccccc4n3)CC2)cc1 | ? | -9% | -1% | 46%[activator] | / | 84%[activator]

Already shown: 11 of the compounds above.
SMILES | HCV inhibitor | TbPYK inhibitor | LmPK inhibitor | Pf growth 48h | Sm TGR block | Pf growth 96h
COc1ccc(CCNC(=S)NC(=O)c2c(-c3ccccc3Cl)noc2C)cc1OC | ? | 3% | 1% | ? | 4% | ?
Cc1ccccc1NC(=O)CSc1nc(=O)n(CCN2CCOCC2)c2c1CCCC2 | ? | -19% | / | ? | -19% | -34%
COc1ccc(C2NC(=O)NC(O)(C(F)(F)F)C2C(=O)c2ccc(C)cc2)cc1 (centres undefined) | 6% | 0% | 8% | 2% | 0% | 16%
CCN1CCN(C(=O)CCc2nnc(CCc3ccccc3OC)o2)[C@@H](C)C1=O | 8% | -3% | -6% | -8% | -14% | 1%
CCCCCn1c(=N)n(CC(O)COc2ccccc2OC)c2ccccc21 (centres undefined) | 11µM* | 0%&-2% | 2%&-2% | 4.7µM* | 4%&7% | ?
O=C(O)c1ccc(N2C(=O)CC(N3CCN(c4cccc(Cl)c4)CC3)C2=O)cc1 (centres undefined) | 17% | 0% | 9% | -13% | 50µM* | ?
CCCCC(=O)N(CCOC)c1nnc(-c2ccc(OC)cc2)s1 | 5% | -6% | -4% | -20% | 16% | /
O=C(c1cccs1)N1CCN(c2ncc(Br)cn2)CC1 | 6% | -3% | 0% | -8% | 2% | 11%
COc1ccc(-c2csc(-n3ncc(-c4cccs4)c3N)n2)cc1 | 6% | -4% | 0% | 7% | 0% | ?
COc1cc(C(=O)NCc2cccc3ccccc23)ccc1OCc1ccccc1 | ? | -4% | 0% | ? | 10% | 131%[activator]
CCOC(=O)CSc1nc(-c2ccc(OC)cc2)ns1 | -1% | -20% | 4% | 8% | -17% | 6%

New compounds follow:
SMILES | HCV inhibitor | TbPYK inhibitor | LmPK inhibitor | Pf growth 48h | Sm TGR block | Pf growth 96h
C=CCn1c(-c2cccn(Cc3ccc(Cl)cc3)c2=O)n[nH]c1=S | 10% | ? | -14% | 7% | 9% | 16%
CC1CCCN(C(=O)COC(=O)Cc2c(F)cccc2Cl)C1 (centres undefined) | -2% | -4% | 0% | 54%[activator] | 4% | 48%[activator]
O=C(COC(=O)c1ccc(S(=O)(=O)NCc2ccco2)cc1)c1ccccc1 | 14% | -1% | 5% | 14% | 1% | 4%
CCN(CCCNC(=O)CC1Oc2ccc(C)cc2NC1=O)Cc1ccccc1 (centres undefined) | 1%&-7% | -5% | -3% | 7% | -20% | 45%[activator]
CC(C)(C)S(=O)(=O)c1ccsc1C(=O)O | -11% | -1% | 1% | -6% | 0% | ?
COc1ccc(C2OC(=O)c3ccccc3S2)cc1 (centres undefined) | 9% | 6% | -1% | 8% | -1% | 10%
Cc1ccc(OCc2ccc(C(=O)NCC3CCCO3)cc2)cc1C (centres undefined) | ? | 3% | / | ? | -8% | ?
Cc1ccccc1C(=O)Nc1cc(S(=O)(=O)N2CCCCC2)ccc1N1CCN(C)CC1 | -17% | -18% | 3% | ? | -8% | 9.3µM*
C/C=C/C=N/Nc1nc(-c2ccc([N+](=O)[O-])cc2)cs1 | ? | -5% | -1% | -5% | -25% | -26%
Cn1c(=O)[nH]c(=O)c2c1nc(N1CCNCC1)n2Cc1ccccc1Cl | 5% | -2% | 6% | -4% | -14% | -12%

Each structure is followed by: HCV inhibitor	TbPYK inhibitor	LmPK inhibitor	Pf growth 48h	Sm TGR block	Pf growth 96h
> NCCOc1ccc(C23CC4CC(CC(C4)C2)C3)cc1
    ?	4%	-2%	52%[activator]	7%	148%[activator]
> c1ccc(Oc2cc(-n3cncn3)ncn2)cc1
    13%	-5%	-15%	39%[activator]	-8%	-2%
> Cc1ccc(C(=O)NN2C(=O)c3ccc(S(=O)(=O)c4ccc(C(=O)O)cc4)cc3C2=O)cc1
    -4%	-16%	23%	77%[activator]	7%	?
> CCOC(=O)c1sc2nc(C)nc(Nc3ccc(OC)cc3)c2c1C
    -25%	1%	0%	-3%	0%	-1%
> O=C(COc1cc2oc(=O)c3c(c2cc1Cl)CCC3)Nc1ccccn1
    11%	6%	1%	25%	-15%	15%
> CCCCNC(=O)C(=O)NCC1CCCN1S(=O)(=O)c1cccs1 (centres undefined)
    4%[8.37 µM]	0%	/	?	-13%	?
> CC(=O)OCC(OC(C)=O)C(OC(C)=O)C(OC(C)=O)C(=O)Nc1cccc(C)c1 (centres undefined)
    -15%	3%	-1%	13%	-2%	124%[activator]
> COc1ccc(/C=N/NC(=O)Cn2nnc3ccccc32)cc1OC
    -10%	-4%	6%	5%	-4%	54%[activator]
> Cc1[nH]c2ccccc2c1C(c1ccncc1)N1CCN(c2ccccc2F)CC1 (centres undefined)
    -6%	-2%	-1%	-15%	3.5µM*	?
> O=C(CS(=O)c1ccc(Br)cc1)N1CCOCC1 (centres undefined)
    14%	3%	-1%	15%[0.00184 µM]	2%	39%[activator]

Each structure is followed by: HCV inhibitor	TbPYK inhibitor	LmPK inhibitor	Pf growth 48h	Sm TGR block	Pf growth 96h
> O=C(CCCCCn1c(=S)[nH]c2cc3c(cc2c1=O)OCO3)NCCc1ccccc1
    ?	-8%	-1%	-24%	2%	?
> COc1ccc(C(=O)NC2CC2)cc1OC1CCN(Cc2ccccc2F)CC1
    -12%	1%	4%	?	7%	22%
> COc1ccc(OC)c(Cc2nnc(CCC(=O)NC3C4CC5CC(C4)CC3C5)o2)c1 (centres undefined)
    5%	0%	-3%	10µM*	3%[57.1 µM]	0%
> CCOC(=O)CN1C2=NCCCN2c2ccccc21
    2%	-17%	-1%	24%	/	11%
> CSc1ccccc1C(=O)Nc1cc(C)ccc1C
    0%	0%	0%	-4%	/	?
> CC(NC(=O)Nc1cccc([N+](=O)[O-])c1)c1ccc2c(c1)OCO2 (centres undefined)
    ?	-1%	0%	0%	1%	2.1µM*
> CC(CCc1ccccc1)NS(=O)(=O)c1ccccc1Cl (centres undefined)
    -6%	4%	-6%	?	6%	2%
> O=C(Nc1ccccc1)OCCOc1ccccc1
    13µM*	-1%	4%	/	12%[11.4 µM]	/
> COCCNC(=O)CN(C(=O)CCC(=O)Nc1cc(C)on1)c1ccc(C)cc1C
    9%	5%	1%	0%	6%	3%
> CC(C)CC(OC(=O)c1nsc(Cl)c1Cl)C(=O)NCC1CCCO1 (centres undefined)
    13%	2%	-4%	16%	-15%	-7%
> CC(=O)N1CCN(c2cc(N3CCc4ccccc4C3)c(F)cc2[N+](=O)[O-])CC1
    /	-2%	-3%	-17%	-19%	?
